TbMetRS inhib – Trypanosoma brucei MetRS inhibition | inhibition, % at 11.9 µM | 0.4% of 360,000 active | purified T. brucei MetRS, ATP depletion, Kinase-Glo luminescence;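 active = inhibition above a per-plate cutoff of the control wells' mean inhibition plus 3 SD, cut at about 5.5% in these data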;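 also: 0% = DMSO wells median and 100% = median of wells with control inhibitor compound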
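assay system = parasite MetRS enzyme | timing = 15 min preincubation, 2 h reaction, all 25 °C | evaluation = percent inhibition relative to median high and low control wells | medium = HEPES buffer containing pyrophosphatase, BSA, spermine, DTT | compound = single dose, 11.9 µM final nominal, 0.9% final DMSO | detection = Kinase-Glo luminescence, ATP depletion format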
PABP1 MLLE inh – blocks PAM2 peptide binding to the PABP1 MLLE domain. P11940. GST-MLLE / FITC-PAM2 fluorescence polarization. inhibition, % at 20 µM. 0.36% of 360,000 active. AID 588489; in the data active = inhibition above about 35%, passing the limit was not always enough;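 also: plate controls were DMSO wells with GST-MLLE for no effect and wells lacking GST-MLLE protein for full effect; some results filed as inactive read as strong as hits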
Target sequence (P11940 whole entry, looked up, the tested form may be a part): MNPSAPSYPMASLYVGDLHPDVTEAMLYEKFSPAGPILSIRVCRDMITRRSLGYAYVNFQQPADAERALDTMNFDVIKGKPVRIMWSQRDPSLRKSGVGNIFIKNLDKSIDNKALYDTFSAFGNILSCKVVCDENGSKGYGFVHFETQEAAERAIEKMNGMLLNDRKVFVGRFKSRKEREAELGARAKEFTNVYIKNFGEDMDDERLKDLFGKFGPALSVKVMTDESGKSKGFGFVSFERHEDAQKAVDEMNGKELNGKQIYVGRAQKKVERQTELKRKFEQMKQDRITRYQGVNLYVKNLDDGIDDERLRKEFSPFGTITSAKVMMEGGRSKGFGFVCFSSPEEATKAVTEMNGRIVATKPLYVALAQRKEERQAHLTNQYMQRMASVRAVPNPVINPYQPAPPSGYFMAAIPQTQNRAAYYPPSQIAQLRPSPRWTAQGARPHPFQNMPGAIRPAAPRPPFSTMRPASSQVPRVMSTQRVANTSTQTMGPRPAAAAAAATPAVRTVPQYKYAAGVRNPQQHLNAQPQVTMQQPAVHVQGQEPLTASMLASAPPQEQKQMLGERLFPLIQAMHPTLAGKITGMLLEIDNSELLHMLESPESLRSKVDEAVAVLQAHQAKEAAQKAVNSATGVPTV
Neddylation inh – inhibitors of human cullin neddylation; calls only at 25 µM; TR-FRET cullin neddylation, biochemical; AID 651699; P61081+Q13564; 0.58% of 360,000 active; in the data active = inhibition above about 36%
CSN inh – blocks human CSN-mediated cullin deneddylation | Q92905 | 0.38% of 360,000 active | AID 651999 | inhibition, % at 12.5 µM | Purified CSN, SCF-Nedd8-OG deneddylation, fluorescence polarization;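 active = pattern-corrected inhibition above about 35%, with an unprinted fluorescence ratio check between 0.5 and 1.5, limit read from the data, passing the limit was not always enough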;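 also: 0% = enzyme with substrate and 100% = substrate without enzyme; some results filed as inactive read as strong as hits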
Target sequence (Q92905 whole entry, looked up, one chain of several): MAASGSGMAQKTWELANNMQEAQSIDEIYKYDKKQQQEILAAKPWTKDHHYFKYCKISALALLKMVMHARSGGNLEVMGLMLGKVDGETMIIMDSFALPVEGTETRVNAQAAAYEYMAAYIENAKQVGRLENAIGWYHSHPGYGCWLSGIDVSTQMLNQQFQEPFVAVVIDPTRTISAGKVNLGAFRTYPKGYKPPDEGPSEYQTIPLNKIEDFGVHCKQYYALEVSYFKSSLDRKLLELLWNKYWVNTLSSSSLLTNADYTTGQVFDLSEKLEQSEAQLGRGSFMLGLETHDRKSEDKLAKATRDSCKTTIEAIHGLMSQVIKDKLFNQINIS
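Assay system: HEK293T-derived human Csn5 enzyme; quantity: 0.24 nM enzyme; medium: Tris/NaCl/DTT buffer, pH 7.5; also added: substrate SCFSkp2-Nedd8OG, 10 nM; doses: 12.5 µM compound; schedule: 90 min reaction at room temperature; signal: FP; read-out: % inhibition of substrate cleavage by Csn5; benchmarks: substrate-only high control, full reaction low control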
eLon inh – E. coli protease La inhibition. inhibition, % at 7.94 µM. 0.42% of 360,000 active. purified E. coli Lon protease, fluorescence polarization. P0A9M0; in the data active = inhibition above about 13%, passing the limit was not always enough;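 also: 0% = enzyme with probe and DMSO and 100% = no enzyme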
bovine MsrA act – activators of bovine methionine sulfoxide reductase A | purified bovine MsrA, absorbance read-out | activation, % at 10.6 µM | 0.3% of 360,000 active | AID 602163; in the data active = activation above about 7.5%;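 also: 0% = vehicle and 100% = reference activator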
MsrA inh – inhibits bovine methionine sulfoxide reductase A; AID 651718; inhibition, % at 15.5 µM; purified bovine MsrA, absorbance read-out; 0.75% of 360,000 active; in the data active = inhibition above about 4.5%;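 also: 0% = vehicle wells with enzyme and 100% = reference inhibitor wells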
FAS-TE inh – inhibitors of human fatty acid synthase thioesterase domain; recombinant FAS-TE, OMFH fluorogenic substrate, fluorescence endpoint; 0.67% of 360,000 active; P49327; inhibition, % at 15 µM;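 active = compounds whose normalised, plate-corrected inhibition of enzyme fluorescence in the single-dose primary screen is 50% or more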;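 also: 0% = DMSO with enzyme and 100% = substrate without enzyme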
Rin1 Abl inh – inhibitors of human Rin1-Abl protein interaction. P00519+Q13671. TR-FRET Rin1/Abl binding, biochemical. inhibition, % at 7.35 µM. 0.4% of 360,000 active. AID 588664; in the data active = inhibition above about 5%, passing the limit was not always enough
* = called active by the depositor; i = inactive; x = not tested or not shown.

SMILES	TbMetRS inhib	PABP1 MLLE inh	Neddylation inh	CSN inh	eLon inh	bovine MsrA act	MsrA inh	FAS-TE inh	Rin1 Abl inh
O=C(Cc1ccccc1)NNS(=O)(=O)c1ccc([N+](=O)[O-])cc1	0.6	-2	i	-8	-4	-2	0.3	11	4
Cc1cccc(C)c1OCC(O)CN(Cc1ccccc1O)C1CCCCC1 (configuration not stated)	-0.3	-5	i	4	14	-4	0.2	6	3
C[C@@]12C(=O)N(Cc3ccc(F)cc3)CC(=O)N1[C@H]1c3cc(Cl)ccc3OC[C@@H]1[C@@H]2c1ccccc1	-0.2	-1	i	0	-11	0	0.4	84*	4
COC(=O)c1ccc(COc2ncnc3ccccc23)o1	0.4	2	i	1	-3	-1	-0.6	-4	5
COc1ccc(NC(=O)CC(C(=O)O)N2CCCCC2)cc1 (configuration not stated)	0.8	7	i	-5	-7	0	0.1	-4	3
NC(Cc1ccccc1)C(=O)N1CCCCC1 (configuration not stated)	0.4	13	i	1	-1	-3	-0.6	-8	5
COc1ccc(C(=O)Nc2ccc(S(=O)(=O)Nc3nccc(C)n3)cc2)cc1[N+](=O)[O-]	0.7	6	i	0	9	-3	-0.6	-6	-1
O=C(OCC(=O)c1c[nH]c2ccccc12)c1cc(Br)ccc1O	0.1	-14	i	-11	-16	1	2.6	0	-3
COc1ccc(-c2cc(C(F)(F)F)n3nc(C(=O)O)cc3n2)cc1OC	-1.1	12	i	-5	-8	-9	3.0	0	-1
O=C(c1cc2cc(Cl)ccc2oc1=O)N1CCN(c2ccccn2)CC1	0.7	-2	i	-1	1	-2	0.6	7	2
Cc1c(Cl)cccc1NC(=O)CCC(=O)c1cccs1	0.3	-13	i	1	1	0	-1.3	4	-3
COc1ccc(-c2ccccc2NC(=O)C2CCCN(Cc3ccco3)C2)cc1 (configuration not stated)	-0.3	-3	i	0	-11	-4	0.2	-1	-1
O=C(O)CCSc1nc2ccc(Br)cc2[nH]1	2.0	-96	i	0	0	-1	0.1	-2	0
COc1cccc(C(=O)NC2CC3CCCC(C2)N3Cc2ccc(C)cc2)c1 (configuration not stated)	-0.8	-1	i	-4	3	-2	-1.4	-2	-2
COc1ccc(OC)c(NC(=O)C(=O)/C=C(\O)c2cc(OC)ccc2OC)c1	0.5	-9	i	1	-2	-3	0.9	3	-1
CCc1nnc(NS(=O)(=O)c2ccc(NC(=O)C(c3ccccc3)c3ccccc3)cc2)s1	0.4	-5	i	0	4	-1	0.9	5	0
Cc1ccc(CN2C(=O)CCC2C(=O)NC2CCCC2)cc1 (configuration not stated)	-0.3	-4	i	5	-3	3	0.6	-10	4
COc1ccc(N2c3ccccc3CN(Cc3ccccc3)[C@@H](C)[C@H]2Cc2c(C)cccc2C)cc1	-0.7	x	i	1	x	x	-0.9	x	x
COc1ccc(S(=O)(=O)Nc2cc(S(=O)(=O)N3CCOCC3)ccc2OC)cc1	-0.3	14	i	-3	1	-3	-0.8	-1	2
C(=N\Nc1ccc2nncn2n1)/c1ccccn1	0.4	-6	i	5	-9	-4	2.9	-9	-5
Cc1ccc(-n2nnnc2SCC(=O)Nc2cccnc2Cl)cc1	0.6	-70	i	-6	-3	-1	0.2	-1	-1
COCCn1nnnc1C(c1ccc(C(F)(F)F)cc1)N1CCOCC1 (configuration not stated)	-0.4	6	i	2	-1	-3	-0.5	-4	2
Cc1ccccc1N/N=C/c1sc(=O)n(Cc2cccc(C(=O)O)c2)c1Cl	0.5	-125	i	8	-2	-7	3.4	-10	0
COc1cccc(-c2c(-c3cc(OC)cc(OC)c3)n(C)c3ccc(-c4cnc(N5CCOCC5)nc4)cc23)c1	-0.2	-7	i	-3	-11	-3	1.0	24	3

Structures shown so far that contain a CF3 group (2):
SMILES	TbMetRS inhib	PABP1 MLLE inh	Neddylation inh	CSN inh	eLon inh	bovine MsrA act	MsrA inh	FAS-TE inh	Rin1 Abl inh
COc1ccc(-c2cc(C(F)(F)F)n3nc(C(=O)O)cc3n2)cc1OC	-1.1	12	i	-5	-8	-9	3.0	0	-1
COCCn1nnnc1C(c1ccc(C(F)(F)F)cc1)N1CCOCC1 (configuration not stated)	-0.4	6	i	2	-1	-3	-0.5	-4	2

The list continues:
SMILES	TbMetRS inhib	PABP1 MLLE inh	Neddylation inh	CSN inh	eLon inh	bovine MsrA act	MsrA inh	FAS-TE inh	Rin1 Abl inh
CSc1nc2ccccc2n1Cc1cccc([N+](=O)[O-])c1	0.3	2	i	-1	0	-2	0.6	59*	1
CCOCCCn1c(=NC(=O)c2cccs2)c(C#N)cc2c(=O)n3ccccc3nc21	0.2	79	x	-20	0	-3	-0.5	28	-6
COc1cc(C2NC(=O)NC(C)=C2C(C)=O)cc(OC)c1OC (configuration not stated)	-0.3	-5	i	-3	-3	-2	-0.2	-5	0
COC(CNC(=O)Cn1nc(Cc2ccncc2)c2ccccc2c1=O)OC	0.0	11	i	-5	10	-1	0.3	-5	-1
Cc1cc(C)c(S(=O)(=O)N2CCN(C(=O)c3ccc(-n4nc(C)c(Cl)c4C)cc3)CC2)c(C)c1	-0.3	8	i	-1	-7	-4	-0.5	35	-1
CCOC(=O)c1ccc(N=C2C(=S)N(c3ccc(C(=O)OCC)cc3)C(=N)N2/N=C/c2ccccc2)cc1	-0.5	20	i	0	-7	-9	3.8	-23	4
Cc1ccc(Sc2ncccc2C(=O)N(C)Cc2cccs2)c(C)c1	0.1	-5	i	0	-1	1	-0.1	10	1
CCOc1ccc(C(=O)Nc2ccccc2C(=O)O)cc1	0.1	17	i	-105	-5	-2	1.2	-3	0
COc1ccc(S(=O)(=O)N2CCC(C(=O)NCc3cccc(OC)c3)CC2)cc1	0.0	12	i	-1	0	-3	-0.3	-4	2
CCOC(=O)CNC(=O)c1cc(-c2ccc3c(c2)OCCO3)oc1C	0.5	13	i	-4	-10	3	1.2	0	3
Cc1cccc(OCCC(=O)Nc2ccc(Cl)cc2F)c1	0.5	-5	i	-2	-6	-2	-0.3	18	-4
COc1cc(/C=N/Nc2nc(C)nc3c2cnn3-c2ccccc2)ccc1O	0.1	2	x	2	4	-3	3.1	9	1

A draw from above in order of count of non-hydrogen atoms, low to high.
SMILES	TbMetRS inhib	PABP1 MLLE inh	Neddylation inh	CSN inh	eLon inh	bovine MsrA act	MsrA inh	FAS-TE inh	Rin1 Abl inh
O=C(O)CCSc1nc2ccc(Br)cc2[nH]1	2.0	-96	i	0	0	-1	0.1	-2	0
COc1ccc(NC(=O)CC(C(=O)O)N2CCCCC2)cc1 (configuration not stated)	0.8	7	i	-5	-7	0	0.1	-4	3
COc1cccc(-c2c(-c3cc(OC)cc(OC)c3)n(C)c3ccc(-c4cnc(N5CCOCC5)nc4)cc23)c1	-0.2	-7	i	-3	-11	-3	1.0	24	3

Later entries.
SMILES	TbMetRS inhib	PABP1 MLLE inh	Neddylation inh	CSN inh	eLon inh	bovine MsrA act	MsrA inh	FAS-TE inh	Rin1 Abl inh
Cc1ccc(S(=O)(=O)C2(C(=O)NC3CCCCC3)CC2)cc1	0.1	5	i	0	-3	-2	-0.5	-5	16*
CCOC(=O)CC1C(=O)NCCN1Cc1ccc(OC)c(OC)c1 (configuration not stated)	0.2	2	i	-6	-2	0	0.8	-7	2
CCn1cc([N+](=O)[O-])c(C(=O)N2CCCC2)n1	-0.4	-3	i	5	-1	1	-1.2	-8	-2
COc1ccc(CN2CCN(C(=O)c3cccs3)CC2)cc1	-0.3	-14	i	6	10	-3	0.3	-3	-1
O=C(CN1CCN(c2ccccc2O)CC1)Nc1ccc(S(=O)(=O)N2CCCCCC2)cc1	-0.8	0	i	1	1	-12	-1.5	12	2
Cc1cc(F)c(F)c(C(=O)N2CCC(C)CC2)c1Cl	-0.3	-7	i	-4	-6	-2	0.2	-9	-3
NC(=O)CNc1n[nH]c(=S)[nH]c1=O	-1.0	26	i	-5	5	-15	0.8	-12	1
Cc1c(C(=O)N2CCCC2)c(S(=O)(=O)Nc2ccccc2)c(C)n1C	0.1	-5	i	2	11	-2	-0.2	-4	0
Cc1nn(C(C)C(=O)N2CCN(c3ccccn3)CC2)c(=O)c2cc3occc3n12 (configuration not stated)	-0.1	11	i	-6	8	-1	0.1	-5	-2
COC(=O)C(Cc1ccccc1)NC(=O)CCNC(=O)c1ccc(Br)cc1 (configuration not stated)	-0.1	-45	i	1	-13	-1	0.0	-1	4
CCc1nc(SCC(=O)Nc2nc3c(s2)CCCC3)c2ccccc2n1	0.1	34	i	3	12	1	0.7	-6	-49
Cc1ccc(C(=O)N/C(=C\c2cn(C)c3ccccc23)C(=O)OCCN(C)C)cc1	-0.5	-2	i	5	-18	-3	0.9	-2	-3
CN(Cc1ccco1)c1ncnc2ccc(-c3ccccc3Cl)cc12	-0.3	-6	i	-1	-6	-7	0.6	16	5
CCOc1cc(CNn2nnnc2N)cc(Cl)c1OCC(=O)NC(C)(C)C	-0.7	0	i	-3	6	1	1.0	-6	-2
Cc1ccc2c(c1)C(=O)C(=O)N2Cc1ccc(F)cc1	-0.4	0	i	-2	6	-3	0.9	0	-3
Cc1cccnc1NC(=O)c1csnn1	0.0	-86	i	5	5	-4	-0.2	-4	4
COCC(=O)Nc1cc([N+](=O)[O-])ccc1OC	-0.6	5	i	-4	2	-5	1.4	-12	-1
CC1Cc2cc(/C=C3/SC(N4CCC(C(N)=O)CC4)=NC3=O)ccc2O1 (configuration not stated)	-0.1	-12	i	-8	1	-3	4.6*	-3	-7
COc1ccc(N(Cc2nnc3n2CCCCC3)C(=O)Nc2ccccc2)cc1	-0.6	-5	i	-5	-2	-10	-1.3	-3	0
NC(=O)C[C@@H]1N[C@]2(C(=O)Nc3ccccc32)[C@@H]2C(=O)N(C3CCCCC3)C(=O)[C@H]12	-0.1	2	i	1	-1	0	-0.6	-6	1
O=C(NC(=S)N1CCCc2ccccc21)c1ccc(Cl)cc1	-0.2	5	i	0	2	-4	-0.3	6	1
O=C(CO/N=C/c1ccccc1OC(F)F)N1CCc2ccccc21	0.2	-1	i	1	6	-3	-0.8	-3	0
C[C@H]1CN([C@@H](C)CO)C(=O)CCCn2nncc2CO[C@H]1CN(C)C(=O)Nc1cccc(Oc2ccccn2)c1	-0.5	5	i	-4	3	-3	-1.5	-10	1
COc1ccc(-c2nn(CCC(=O)O)cc2/C=C/C(=O)O)cc1[N+](=O)[O-]	-0.8	0	i	-13	3	-8	0.1	-9	-3
Cc1cccc(C(=O)Nc2nccs2)c1[N+](=O)[O-]	-0.4	-6	i	-11	3	-3	-0.8	-8	-2
CC(C)CN1CCC(=O)N([C@H](COc2ccccc2)c2ccccc2)CC1	-0.1	9	i	5	-7	-1	-0.4	8	4
O=C(CSc1ccc([N+](=O)[O-])cc1)Nc1nnc(C2CC2)s1	-0.1	5	i	9	0	-3	-0.6	-1	2
CN(C)c1ccc(CN(C(=O)COc2ccc(Br)cc2)C2CCS(=O)(=O)C2)cc1 (configuration not stated)	-0.5	-2	i	1	8	-1	-0.2	20	-7
Cc1ccc(N2C(=O)C(CN3CCOCC3)C2c2ccccc2)cc1 (configuration not stated)	-0.3	1	i	1	-7	-4	0.0	0	-3
O=C(c1ccco1)N1CCN(C(=S)Nc2ccccc2C(F)(F)F)CC1	-0.5	18	i	-1	8	-10	-0.6	-5	1
CC(C)CCNC(=O)COC(=O)c1cc(Br)c(Br)s1	-0.3	9	i	-8	2	-2	1.1	3	-2
Cc1cccc(NC(=O)C2CCN(S(=O)(=O)c3c(C)noc3C)CC2)c1	-0.4	-1	i	5	1	-1	-0.9	-1	3
COc1ccc(NC(=O)c2sccc2OS(=O)(=O)N(C)C)cc1	0.3	-2	i	-4	4	-2	0.3	3	-1
Cc1cccc(N2CCN(C(=O)c3cnn4c(C(F)F)cc(-c5ccccc5)nc34)CC2)c1C	-0.7	-6	i	5	-1	-2	-0.3	33	-3

An unsorted share of the library, and some 4% of all compounds hit somewhere here.
